CHRM5 agonist: agonists of human muscarinic M5 receptor (CHRM5). AID 624037. activation, % at 3 µM. CHO-K1 hM5 cells, Fluo-8 calcium fluorescence; 0% DMSO wells, 100% maximal acetylcholine response. P08912. actives 0.19% (n = 360,000);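 active = activation above the run's mean over test compounds plus 3 SD, cut at about 23% in these data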;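 note: signal is peak over basal fluorescence ratio across the kinetic read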
Target sequence (P08912 whole entry, looked up): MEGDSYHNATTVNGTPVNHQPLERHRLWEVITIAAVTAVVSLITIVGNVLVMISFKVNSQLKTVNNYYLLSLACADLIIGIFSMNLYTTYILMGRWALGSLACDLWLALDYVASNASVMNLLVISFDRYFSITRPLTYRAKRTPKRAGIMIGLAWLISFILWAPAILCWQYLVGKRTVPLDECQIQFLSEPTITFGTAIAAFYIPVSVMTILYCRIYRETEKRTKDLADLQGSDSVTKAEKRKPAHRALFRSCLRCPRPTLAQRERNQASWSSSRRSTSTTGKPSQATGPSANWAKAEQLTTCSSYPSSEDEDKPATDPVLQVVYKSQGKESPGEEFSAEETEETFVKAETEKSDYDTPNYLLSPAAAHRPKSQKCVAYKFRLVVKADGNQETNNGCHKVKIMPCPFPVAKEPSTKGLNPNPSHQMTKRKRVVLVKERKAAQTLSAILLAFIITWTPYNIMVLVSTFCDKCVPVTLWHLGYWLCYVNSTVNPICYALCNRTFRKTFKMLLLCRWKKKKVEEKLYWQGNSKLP
M1 ag parental: nonselective activator or artifact in parental CHO-K1 cells. activation, % at 3 µM. AID 602248. Fluo-8 calcium fluorescence; scaled to maximal ATP response, vehicle zero. actives 0.48% (n = 360,000); in the data active = activation above about 15%;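 note: untransfected CHO-K1 host cells lacking M1 receptor as counterscreen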
M4 ag: agonists of human muscarinic M4 receptor (CHRM4). P08173. CHO-K1 hM4/Gqi5, Fluo-8 calcium fluorescence; vehicle 0%, full acetylcholine response 100%. actives 0.14% (n = 360,000). activation, % at 3 µM;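 active = activation above the run mean over all test wells plus 3 SD, cut at about 32% in these data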;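 note: peak over basal fluorescence ratio per well then scaled between controls; 0% = DMSO wells and 100% = acetylcholine at EC100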
Target sequence (P08173 whole entry, looked up): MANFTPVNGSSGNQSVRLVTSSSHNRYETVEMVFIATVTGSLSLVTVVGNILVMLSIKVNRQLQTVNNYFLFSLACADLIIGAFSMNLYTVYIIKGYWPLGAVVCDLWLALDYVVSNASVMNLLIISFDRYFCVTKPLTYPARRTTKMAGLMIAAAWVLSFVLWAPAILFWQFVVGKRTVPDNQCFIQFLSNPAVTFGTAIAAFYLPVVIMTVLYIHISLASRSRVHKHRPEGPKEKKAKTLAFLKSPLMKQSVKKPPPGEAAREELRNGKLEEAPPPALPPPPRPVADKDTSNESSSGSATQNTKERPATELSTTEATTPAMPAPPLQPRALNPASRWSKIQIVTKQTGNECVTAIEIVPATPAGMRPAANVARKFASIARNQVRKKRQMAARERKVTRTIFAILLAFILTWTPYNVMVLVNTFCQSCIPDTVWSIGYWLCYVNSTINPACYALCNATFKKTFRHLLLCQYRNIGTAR
CHO-K1 Ca antag: M1 antagonist counterscreen hit in parental CHO-K1 cells | ATP-induced calcium, Fluo-8 fluorescence | inhibition, % at 3 µM | actives 0.6% (n = 360,000) | AID 602250;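 active = inhibition above a per-plate cutoff, the plate's mean sample inhibition plus 3 SD, cut at about 24% in these data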;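 note: 0% = DMSO plus EC80 ATP and 100% = DMSO alone without ATP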
CHRM4 PAM: CHRM4 positive allosteric modulation; P08173; activation, % at 3 µM; CHO-K1 hM4/Gqi5, Fluo-8 calcium fluorescence, ACh EC20; 0% = ACh EC20, 100% = maximal ACh; AID 624126; actives 0.4% (n = 360,000);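 active = activation above its plate's cutoff, the mean activation of sample wells plus 3 SD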; note: some results filed as inactive read as strong as hits
M5 antag: antagonists of human muscarinic M5 receptor (CHRM5); inhibition, % at 3 µM; CHO-hM5 cells, Fluo-8 calcium fluorescence, ACh EC80; actives 0.59% (n = 360,000); P08912;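 active = inhibition above a per-plate cutoff, the mean of that plate's test compounds plus 3 SD, cut at about 27% in these data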;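 note: 0% = acetylcholine EC80 with DMSO and 100% = DMSO without agonist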
M1 PAM parental: M1 PAM counterscreen hit in parental CHO-K1 cells. ATP EC20, Fluo-8 calcium fluorescence; 0% at ATP EC20, 100% at ATP max. activation, % at 3 µM. actives 0.02% (n = 360,000). AID 602247;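 active = activation above the run cutoff, the mean activation of all test compounds plus 3 SD, cut at about 40% in these data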;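 note: peak over basal fluorescence ratio in a 140 s read after ATP addition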
CHRM5 PAM: positive allosteric modulators of human muscarinic M5 receptor; actives 0.3% (n = 360,000); CHO-K1 hM5, Fluo-8 calcium, ACh EC20 PAM; 0% = ACh EC20, 100% = ACh EC100; P08912; AID 624038; activation, % at 3 µM;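 active = activation above the run cutoff, the mean activation of all test compounds plus 3 SD, cut at about 18% in these data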
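system = human M5 receptor in CHO-K1 cells | compound = one concentration, 3 µM final (nominal) | schedule = Post-acetylcholine fluorescence recording 140 s | signal = Fluo-8 calcium dye fluorescence, kinetic read | benchmarks = low control EC20 acetylcholine (0%), high control EC100 acetylcholine (100%) | repeats = singlicate, one well per test compound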
M4 antag: CHRM4 antagonism in calcium assay. CHO-hM4 cells, ACh EC80, Fluo-8 calcium fluorescence. P08173. inhibition, % at 3 µM. actives 0.73% (n = 360,000);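 active = inhibition above its plate's cutoff, the mean inhibition of sample wells plus 3 SD, cut at about 27% in these data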;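 note: 0% = acetylcholine EC80 with DMSO and 100% = DMSO without agonist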
An asterisk follows results filed as active; & = joins results of further samples.

canonical_smiles | CHRM5 agonist | M1 ag parental | M4 ag | CHO-K1 Ca antag | CHRM4 PAM | M5 antag | M1 PAM parental | CHRM5 PAM | M4 antag
CCOc1ccc(NC(=O)CSc2nc(=O)n(CCCN3CCOCC3)c3c2CCC3)cc1 | -1 | 0.5 | 0 | -12 | 0 | 9 | 10 | 0 | 2
CC(C)c1nc(SCC(=O)c2ccccc2)c2c(=O)n(C)c(=O)n(C)c2n1 | 2 | 4.5 | 21 | 4 | -11 | 9 | 12 | -7 | -16
CC(=O)c1ccc(OCC(=O)Nc2cccc(C(=O)Nc3c(C)n(C)n(-c4ccccc4)c3=O)c2)cc1 | 4 | 0.3 | 2 | -2 | -2 | 7 | 6 | -7 | 11
COc1ccc(CCn2c(=N)c(S(=O)(=O)c3ccc(C)cc3)cc3c(=O)n4ccccc4nc32)cc1 | -7 | 0.2 | 0 | -6 | -3 | 19 | -5 | -5 | 6
COc1ccc(CCNC(=O)c2ccc3nc[nH]c3c2)cc1 | -1 | 1.4 | 3 | -9 | -3 | 8 | -16 | -7 | -3
COc1cccc(N(CC(=O)NCCSCc2ccc(C)cc2)S(C)(=O)=O)c1 | 2 | 2.4 | 3 | 5 | -1 | -1 | 13 | -7 | 1
CCOC(=O)C1CCN(C(=O)C2CCN(S(=O)(=O)c3cc(Cl)ccc3Cl)CC2)CC1 | 2 | 4.7 | 4 | -8 | -2 | -6 | 3 | -4 | 4
CN(C)CCCN(C(=O)c1ccc(N2C(=O)CCC2=O)cc1)c1nc2c(F)cccc2s1 | -19 | 0.4 | 2 | -10 | -2 | 4 | 11 | -19 | -7
O=C(N/N=C/c1c[nH]c2ccccc12)c1ccc(O)c(O)c1 | 1 | 1.0 | 1 | -11 | 0 | 0 | 0 | 0 | 0
O=C(NCc1cccc(CNC(=O)Nc2cccc(O)c2)c1)Nc1cccc(O)c1 | -1 | -1.1 | 0 | -9 | 0 | 2 | -1 | 1 | -2
COc1ccc(Oc2ncnc3c2ncn3Cc2ccccc2)cc1 | -1 | 1.1 | 2 | -7 | 13 | -1 | 19 | 9 | -6
CCC(C)N(C(=O)COC(=O)c1ccccc1SCC(=O)N1CCCC1)C1CCS(=O)(=O)C1 (stereo unspecified) | -4 | 2.1 | 1 | -11 | -5 | 5 | 8 | -2 | -5
N=C1/C(=C/c2ccc(-c3cccc(C(=O)O)c3)o2)C(=O)N=C2SC(CC(=O)N3CCOCC3)=NN12 | -3 | -1.0 | 1 | -10 | 4 | 9 | 16 | -1 | -19
CCCc1cc(=O)oc2cc(C)cc(OCC(=O)Nc3cccnc3)c12 | -2 | 5.1 | 14 | -9 | -2 | -8 | 3 | -3 | -5
CC1CCN(C(=O)CSCc2ccc(Cl)cc2)CC1 | -4 | -0.1 | 0 | 11 | 7 | -7 | -10 | -4 | -3
O=C(CC1C(=O)NCCN1Cc1ccccc1)NCCN1CCCCC1=O (stereo unspecified) | -5 | -0.5 | 1 | 18 | 10 | -9 | -19 | 2 | -16

Rewritten with two lines to a compound: 7 of the compounds above
Values run as follows: CHRM5 agonist, M1 ag parental, M4 ag, CHO-K1 Ca antag, CHRM4 PAM, M5 antag, M1 PAM parental, CHRM5 PAM, M4 antag
- CC1CCN(C(=O)CSCc2ccc(Cl)cc2)CC1
 : -4, -0.1, 0, 11, 7, -7, -10, -4, -3
- COc1ccc(Oc2ncnc3c2ncn3Cc2ccccc2)cc1
 : -1, 1.1, 2, -7, 13, -1, 19, 9, -6
- CCC(C)N(C(=O)COC(=O)c1ccccc1SCC(=O)N1CCCC1)C1CCS(=O)(=O)C1 (stereo unspecified)
 : -4, 2.1, 1, -11, -5, 5, 8, -2, -5
- N=C1/C(=C/c2ccc(-c3cccc(C(=O)O)c3)o2)C(=O)N=C2SC(CC(=O)N3CCOCC3)=NN12
 : -3, -1.0, 1, -10, 4, 9, 16, -1, -19
- CCCc1cc(=O)oc2cc(C)cc(OCC(=O)Nc3cccnc3)c12
 : -2, 5.1, 14, -9, -2, -8, 3, -3, -5
- O=C(CC1C(=O)NCCN1Cc1ccccc1)NCCN1CCCCC1=O (stereo unspecified)
 : -5, -0.5, 1, 18, 10, -9, -19, 2, -16
- O=C(NCc1cccc(CNC(=O)Nc2cccc(O)c2)c1)Nc1cccc(O)c1
 : -1, -1.1, 0, -9, 0, 2, -1, 1, -2

Later entries:
canonical_smiles | CHRM5 agonist | M1 ag parental | M4 ag | CHO-K1 Ca antag | CHRM4 PAM | M5 antag | M1 PAM parental | CHRM5 PAM | M4 antag
COCCNC(=O)c1nc2ccccc2s1 | -1 | 0.3 | 1 | -9 | -5 | 0 | 12 | -12 | 0
COc1ccc(NC(=S)NCC(c2ccco2)N2CCCC2)cc1 (stereo unspecified) | -6 | 0.6 | 0 | -14 | -4 | 0 | 3 | 9 | 0
CC(=O)Nc1ccc(S(=O)(=O)N2CCc3cc4c(cc3C2)OCCCO4)cc1 | -1 | 0.5 | 1 | -7 | -10 | 4 | -7 | -4 | -7
Brc1ccc(CN2CCN(c3ccccn3)CC2)s1 | -1 | 0.2 | -2 | -1 | 29* | -5 | 18 | 3 | -8
COc1ccc(CCNC(=O)COC(=O)COc2c(C)cc(C)cc2C)cc1OC | 1 | 0.4 | 2 | -7 | -2 | 1 | -8 | -1 | 2
O=C(CSc1nnc(-c2cccnc2)n1-c1ccccc1)Nc1ccccn1 | 0 | 0.1 | 0 | -4 | -2 | 6 | -1 | -4 | 2
O=C(CN1N=C(c2ccccc2)CCC1=O)NCCN1CCc2ccccc2C1 | -4 | 0.2 | 0 | -13 | -1 | 3 | 24 | 0 | 1
O=C(CNS(=O)(=O)c1cccs1)N1CCCCC1 | -3 | 0.2 | 2 | 6 | 0 | 12 | -10 | 0 | 4

Going on with the list.
SMILES	CHRM5 agonist	M1 ag parental	M4 ag	CHO-K1 Ca antag	CHRM4 PAM	M5 antag	M1 PAM parental	CHRM5 PAM	M4 antag
Brc1c(CSc2nc3ccccc3s2)nc2ncccn12	-4	1.1	1	-15	-1	-8	15	1	-2
Cc1ccc(S(=O)(=O)n2nc(C)c(C#N)c2N)cc1	0	0.1	0	-5	-1	-5	1	2	-6
Cc1ccc(C)c(NC(=O)Cc2csc(-c3ccccc3)n2)c1	-2	0.4	0	-8	-2	1	6	-6	-3
CC(C)C(=O)Nc1nc(-c2ccc([N+](=O)[O-])cc2)cs1	-4	3.2	8	-10	-5	4	-10	-7	-6
CCc1ccc(C(=O)CN2C(=O)NC3(CCOc4ccccc43)C2=O)s1 (stereo unspecified)	1	0.5	4	-17	-2	1	7	-4	-6
CN(C(=O)CC1C(=O)NCCN1CC1CCCCC1)C1CCOCC1 (stereo unspecified)	-2	0.0	0	3	1	-4	-4	4	-7
CCCCNC1c2ccccc2C(=O)N1Cc1ccccc1 (stereo unspecified)	-3	0.3	3	5	-4	8	-5	-3	3
CCc1nnc(NC(=O)CSc2nnc(CNC(=O)c3ccccc3F)n2C)s1	-3	0.6	1	-13	10	19	9	-6	-5
Nc1ncnc2oc(-c3ccco3)c(-c3ccco3)c12	5	-0.4	0	9	25	-15	17	13	3
Cc1nc2c3cc(F)ccc3n(CCN3CCCCC3)c2s1	1	0.8	0	-14	9	4	12	6	-2
Cc1ccc(-c2cc(C(=O)Nc3ccc(S(=O)(=O)Nc4cc(C)on4)cc3)c3ccccc3n2)c(C)c1	-4	-0.2	-1	3	17	3	7	2	0
COc1cccc(-c2cnc3c(NC(C)=O)cc(-c4cccc(C(=O)NCCN(C)C)c4)cn23)c1	-1	-0.1	1	-4	2	0	5	-1	1
O=C(NCCN1CCN(Cc2ccccc2)CC1)c1cc2c(=O)[nH]c3ccccc3c2s1	-2	0.9	0	-1	-7	-5	19	3	5
COc1ccc(N(CC(=O)Nc2ccccc2OC)S(=O)(=O)c2ccc(OC)c(OC)c2)cc1	5	2.2	8	15	-3	-2	-16	-4	-3
O=C(/C=C/c1ccc(-c2cccc([N+](=O)[O-])c2)o1)N1CCOCC1	-1	2.8	7	-3	-6	8	0	-9	2
Nc1[nH]c(C(=O)c2ccccc2)c(-c2ccc(F)cc2)c1C(=O)NCc1ccccc1	1	0.7	0	-10	4	6	11	2	-10
CCCCCCn1c(CN2CCCCC2CC)nc2c1c(=O)n(C)c(=O)n2C (stereo unspecified)	0	3.8	12	20	-5	9	-4	-15	-5
Cc1oc(CC(C)C)cc1C(=O)Nc1ccc(C(=O)O)cc1	-3	0.6	-1	8	7	-2	11	4	-4
OC[C@@H]1CN(Cc2ccc(-c3ccccc3)cc2)C[C@H](n2cnc3c(NC4CC4)ncnc32)O1	5	8.7	15	7	-8	5	4	-9	5
COc1ccc(CCC(=O)NNC(=O)Nc2ccccc2Cl)cc1	1	0.5	1	-3	7	4	14	3	-4
COc1cc(C2CC(=O)Oc3c(C(CCN4CCOCC4)c4ccc(N(C)C)cc4)c(OC)cc(OC)c32)cc(OC)c1OC (stereo unspecified)	1	0.1	-1	-17	-1	18	-2	-2	-2
NC(=O)OCC(COC(N)=O)c1ccccc1	-1&1	0.2&-0.3	0&0	-6&-1	0&-6	5&-8	15&8	-5&-1	2&4
COc1ccc(CCNC(=O)C2CCCN(c3ncnc4c3nc3n4CCCCC3)C2)c(OC)c1 (stereo unspecified)	-3	3.2	10	-7	-3	0	23	-4	-18
O=C(CN1C(=O)S/C(=C\c2ccc(Cl)cc2)C1=O)NNC(=O)c1ccccc1O	0	-0.3	0	7	12	-3	-6	4	12
CCc1ccc(OCCNC(=O)c2ccc(S(=O)(=O)N(C)C)cc2)cc1	2	1.8	4	-13	11	3	20	5	-9
CN(C(=O)COC(=O)CNC(=O)c1ccc(Cl)cc1Cl)c1ccccc1	0	0.6	2	-3	3	0	8	-10	-10
CC1CN(C(=O)Cn2cnc3c2c(=O)n(C)c(=O)n3C)CC(C)O1 (stereo unspecified)	-6	0.1	0	2	4	2	8	-7	-4
O=C1c2sccc2-c2cccc3cccc1c23	-3	-0.1	0	-12	5	-2	20	0	-3
COc1ccc(-c2cn(Cc3ccc(C(N)=O)cc3)c(-c3ccncc3)n2)cc1	-1	0.1	1	-4	5	14	-2	0	14
CCOC(=O)N1CCC(NC(=O)C2CCN(c3nc(-c4ccc(OC)cc4)no3)CC2)CC1	1	0.4	1	-7	11	-3	3	-3	-1
Cc1ccc(NC(=O)CSc2nnnn2C2CCCC2)cc1S(=O)(=O)N1CCOCC1	2	2.9	4	-9	-4	4	2	-8	9
CC1CN(C(C)C(=O)NC(c2ccccc2)c2ccccc2)CC(C)O1 (stereo unspecified)	0	0.3	0	-18	-4	9	2	-2	2
CN(CC(=O)Nc1ccccc1C(=O)N1CCCC1)S(=O)(=O)c1ccc(Br)cc1	2	2.7	1	-24	2	-2	16	-2	-8
Cc1c(C=O)c2ccccc2n1CCOc1ccccc1F	0	11	16	-5	-10	2	22	-12	9

Screens deposited in PubChem by The Scripps Research Institute Molecular Screening Center.
